# PERK inh: human PERK inhibition, primary cell-based screen. Q9NZJ5. CHO PERK-DD fusion, SEAP luminescence translation reporter. inhibition, % at 5.6 µM. 220,000 compounds, 0.17% hits;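 active means inhibition above the mean inhibition of all tested compounds plus 3 SD, set separately per screening campaign, cut at about 2.9% in these data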;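 further: PERK kinase domain activated by AP20187 dimerizer at 100 nM; 0% = DMSO with dimerizer and 100% = rapamycin at 8.4 µM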
# Target sequence (Q9NZJ5 whole entry, looked up, the tested form may be a part): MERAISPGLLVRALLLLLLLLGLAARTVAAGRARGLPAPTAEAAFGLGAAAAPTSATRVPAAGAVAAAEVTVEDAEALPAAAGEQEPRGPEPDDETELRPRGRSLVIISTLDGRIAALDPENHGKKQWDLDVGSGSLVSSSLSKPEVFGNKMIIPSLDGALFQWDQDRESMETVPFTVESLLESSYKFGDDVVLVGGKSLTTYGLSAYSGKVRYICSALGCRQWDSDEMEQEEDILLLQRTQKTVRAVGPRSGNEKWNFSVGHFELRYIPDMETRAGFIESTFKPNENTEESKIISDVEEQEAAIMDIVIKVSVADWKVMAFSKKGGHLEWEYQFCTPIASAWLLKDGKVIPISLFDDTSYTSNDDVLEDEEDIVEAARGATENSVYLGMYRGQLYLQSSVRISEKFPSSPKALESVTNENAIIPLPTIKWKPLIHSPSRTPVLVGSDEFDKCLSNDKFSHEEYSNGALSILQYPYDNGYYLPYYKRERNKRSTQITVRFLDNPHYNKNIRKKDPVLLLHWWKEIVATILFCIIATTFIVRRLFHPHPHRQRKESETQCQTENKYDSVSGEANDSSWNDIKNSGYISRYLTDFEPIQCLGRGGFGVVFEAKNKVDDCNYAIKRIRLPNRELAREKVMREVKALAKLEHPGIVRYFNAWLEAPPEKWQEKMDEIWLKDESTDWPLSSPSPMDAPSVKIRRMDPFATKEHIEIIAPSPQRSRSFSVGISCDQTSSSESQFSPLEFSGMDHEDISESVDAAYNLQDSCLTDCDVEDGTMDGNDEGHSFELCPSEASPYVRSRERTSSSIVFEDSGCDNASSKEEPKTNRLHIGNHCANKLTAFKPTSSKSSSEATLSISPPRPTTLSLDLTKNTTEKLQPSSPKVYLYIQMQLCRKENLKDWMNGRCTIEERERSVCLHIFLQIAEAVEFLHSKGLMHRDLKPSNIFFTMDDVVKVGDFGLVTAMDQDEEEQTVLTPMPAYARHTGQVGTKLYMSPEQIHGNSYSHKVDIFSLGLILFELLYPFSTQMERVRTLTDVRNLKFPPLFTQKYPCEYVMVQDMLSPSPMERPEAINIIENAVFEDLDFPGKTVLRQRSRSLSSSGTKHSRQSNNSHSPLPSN
# Runt-CBFb FRET: Runt domain-CBFb interaction inhibition; Cerulean-Runt/Venus-CBFb FRET ratio 530/480, 1 h; inhibition, % at 20 µM; 220,000 compounds, 0.46% hits;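 active means inhibition over about 50% at 20 µM in the single-dose screen, limit read from the data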;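 further: 0% = DMSO wells and 100% = excess unlabeled CBFb competitor control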
#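 Assay system: Cerulean-Runt domain fusion protein, energy donor; Signal: fluorescence energy transfer, 422 nm excitation, 530/480 nm emission; Timing: 1 h compound exposure, room temperature; Control set: unlabeled CBFb; Medium: Tris buffer pH 7.5 with salts and BSA; Compound: single test concentration of 20 µM, 1% DMSO final; Probe or stimulus: Venus-CBFb 100 nM.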
# PGE2 EP2 inh: inhibitors of human EP2 prostaglandin E2 receptor | AID 1422 | inhibition, % at 25 µM | 260,000 compounds, 0.52% hits | C6 glioma cells expressing human EP2, cAMP TR-FRET; cells stimulated with saturating PGE2 | P43116;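 active means percent inhibition above 40 after rounding to a whole number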;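 further: rat C6 glioma host cells with rolipram phosphodiesterase inhibitor present; the protocol text gives 20 µM as final concentration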
# Runt-SMMHC FRET: inhibitors of human RUNX1 Runt domain binding to CBFb-SMMHC; Q01196+Q13951; Cerulean-Runt/Venus-CBFb-SMMHC FRET ratio 530/480, 1 h; inhibition, % at 20 µM; 220,000 compounds, 0.74% hits;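 active means mean inhibition across duplicate retests at 20 µM reaching about 50%, limit read from the data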;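 further: 0% = DMSO wells and 100% = wells with excess untagged CBFb-SMMHC; inhibitors lower the FRET ratio by blocking Runt binding to CBFb-SMMHC; some results filed as inactive read as strong as hits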
# EP2 mod: modulators of human EP2 prostaglandin E2 receptor. EP2-expressing cells, cAMP HTRF FRET, PGE2 co-stimulation. induction, % at 25 µM. 260,000 compounds, 0.83% hits;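 active means compounds whose cAMP rise, as percent of the full-agonist control response, exceeds 60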;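 further: rat C6 glioma line stably carrying human EP2 under a CMV promoter; the protocol text gives 20 µM as final concentration; 100% = response of wells given 1 µM PGE2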
# L929 necroptosis: L929 zVAD cell death inhibition; L929 zVAD necroptosis rescue, ATP luminescence, 24 h; with zVAD 60 µM; viability rescue, % at 10 µM; 220,000 compounds, 0.38% hits; AID 1377;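 active means activation, scaled between plate controls, above about 75%, limit read from the data; inactive means activation under that limit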;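 further: 0% = zVAD with DMSO and 100% = DMSO alone without zVAD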
# TNF death inh: TNF-alpha cell death inhibition in Jurkat FADD-/- cells; activation (protection from cell death), % at 10 µM; 220,000 compounds, 0.068% hits; AID 463075; Jurkat FADD-/- TNF necroptosis rescue, ATP luminescence, 24 h; 0 = TNF only, 100 = no-TNF cells;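 active means activation, meaning protection from cell death, of at least 50% relative to plate controls; inactive means activation below 50%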;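 further: necroptosis triggered by 40 ng/mL TNF-alpha added together with compound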
# Hck-Nef inh: human Hck-Nef kinase inhibition | P08631 | Recombinant Hck-YEEI plus Nef, Z-Lyte FRET kinase assay | inhibition, % at 20 µM | 220,000 compounds, 0.68% hits | AID 463187;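 active means Hck-Nef kinase inhibition above about 50%, limit read from the data; inactive means inhibition below that limit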;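 further: 0% = DMSO with Hck plus Nef and 100% = Hck alone without Nef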
# RBBP9 inh: human RBBP9 hydrolase inhibition; O75884; recombinant RBBP9, FP-Rh probe fluorescence polarization; inhibition, % at 7.94 µM; 220,000 compounds, 0.2% hits; AID 1515;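 active means inhibition above the campaign mean of all tested compounds plus 3 SD, cut at about 14% in these data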;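 further: plate controls were DMSO wells with RBBP9 for no effect and wells lacking RBBP9 protein for full effect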
#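 Test system: recombinant human RBBP9; Timing: 30 min then 45 min, 25 °C; Detection: fluorescence polarization; Control set: RBBP9 with DMSO as uninhibited control, no-protein wells as full inhibition; Compound dosing: one concentration, 7.94 µM nominal, 0.794% DMSO; Probe or stimulus: FP-Rh activity-based probe, 375 nM before mixing.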
# Numbers without * were called inactive; · = not tested or not shown; & = joins results of further samples; ! = repeats disagree. A portion of the library; the hit share may differ from the screen's.
# A first look, 3 compounds:
SMILES,PERK inh,Runt-CBFb FRET,PGE2 EP2 inh,Runt-SMMHC FRET,EP2 mod,L929 necroptosis,TNF death inh,Hck-Nef inh,RBBP9 inh
CCOc1c(Cl)cc(/C=N/O)cc1OC,-0.8,0,10,-3,-4,0.5,0.8,-1,0
Nn1c(Cc2ccc(Br)cc2)n[nH]c1=S,1.3,19,3,19,6,6.2,1.1,27,3
S=c1[nH]nc(-c2ccccc2)c2ccccc12,-0.5,5,8,0,35,52,-0.5,13,-10

# The list itself, previewed entries included:
SMILES,PERK inh,Runt-CBFb FRET,PGE2 EP2 inh,Runt-SMMHC FRET,EP2 mod,L929 necroptosis,TNF death inh,Hck-Nef inh,RBBP9 inh
CCOc1c(Cl)cc(/C=N/O)cc1OC,-0.8,0,10,-3,-4,0.5,0.8,-1,0
Nn1c(Cc2ccc(Br)cc2)n[nH]c1=S,1.3,19,3,19,6,6.2,1.1,27,3
S=c1[nH]nc(-c2ccccc2)c2ccccc12,-0.5,5,8,0,35,52,-0.5,13,-10
COC(=O)CSc1nc(N)c(C#N)c(-c2ccc(O)cc2)c1C#N,1.1,-1,7,1,-13,1.5,-4.8,10,-9
Cc1ccc(S(=O)(=O)Nc2ccc3c(c2)ncn3C(C)(C)C)cc1,-0.9,-2,11,1,17,0.9,4.0,4,-7
COc1cc(N2CCCC2)c(OC)cc1C=O,0.1,0,9,9,-3,56,1.1,38,-1
Cn1cc(C(=O)c2ccc(Cl)cc2Cl)cc1C(=O)N/N=C(\N)COc1ccc(Cl)cc1,0.0,2,7,2,-1,-0.5,-5.2,21,-1
CC(C)(C)CC(=O)NC(=S)NCc1ccco1,-0.7,0,4,2,46,-1.6,0.2,0,-6
CCCCn1c(N)c(N(CC)C(=O)c2ccc3c(c2)S(=O)(=O)c2ccccc2C3=O)c(=O)[nH]c1=O,0.6,-2,9,-2,10,-0.4,-4.2,1,-5
Cn1c(=O)c2c(nc(N3CCCCCC3)n2CCSc2nc3ccccc3o2)n(C)c1=O,0.8,-2,9,0,26,-0.8,-2.4,7,-4
c1ccc(N=P(N2CCOCC2)(N2CCOCC2)N2CCOCC2)cc1,1.7,-3,6,1,10,-0.1,-3.3,0,-7
COc1ccccc1-c1cc(C(F)(F)F)nc(S(C)(=O)=O)n1,-0.1,5,·,1,39,-0.4,-23,-1,-8
CCOC(=O)NNC(=O)CCn1c2c(c3ccccc31)CCCC2,1.0,-2,11,-15,9,0.9,7.2,9,0
Nc1csnc1C(=O)O,1.0,-2,6,0,11,2.4,-0.2,1,-1
Cn1c(=O)c2cn(-c3cccc4ccccc34)cc2n(C)c1=O,·,14,10,0,-54,·,·,·,·
N#Cc1ccc(C(c2nnnn2Cc2ccccc2)N2CCCC2)cc1 (stereo not given),-0.2,-1,10,2,18,0.1,0.1,-1,-5
CCN(CC)CCCNC(=O)C(C)n1c2ccccc2c2nc(=O)cc(C)n21 (stereo not given),0.4,3,7,1,-1,-0.5,1.1,1,-5
COc1cccc(/C=N/n2c(=O)[nH]c3ccccc32)c1OC,-0.4,-3,11,3,-10,0.9,-0.4,5,0
Cc1cc(Cl)ccc1OCCCC(N)=O,1.5,1,8,0,4,0.7,0.0,3,2
COC(=O)CNC(=O)CSc1nnc2cc(C)c3ccccc3n12,0.8,-1,14,1,5,2.6,-0.3,9,-2
Cc1cc(C)c(S(=O)(=O)c2ccccc2C)c(OCCO)n1,-0.1,0,5,2,-10,-0.9,-0.5,-2,-2
CC(SCc1ccccc1)C(=O)N/N=C/c1ccc(OCC(=O)NCc2ccco2)cc1 (stereo not given),-0.3,0,6,-1,-10,7.8,-2.3,1,-4
CN1CCN(C(=O)c2ccccc2-c2ccccc2C(=O)O)CC1,-0.5,-4,10,-10,9,0.9,0.2,2,-1
COc1cc2nc(-c3ccccc3)nc(N3CCCC3)c2cc1OC,-0.6,2,11,0,6,0.1,0.1,-10,6
CCCc1nc2oc3c(=O)[nH]cnc3c2c2c1CCCC2,0.4,-7,5,-4,39,·,0.8,-3,-8
CCOc1ccc2nc(NC(=O)C(CCSC)NS(=O)(=O)c3cccs3)sc2c1 (stereo not given),-1.7,2,11,-4,-12,1.8,1.9,-1,-1
CCC(C)N(C(=O)COC(=O)CCc1c[nH]c2ccccc12)C1CCS(=O)(=O)C1 (stereo not given),0.0,0,·,-6,-12,-0.2,-1.1,1,-7
COC(=O)c1ccc(CN2CCCCC2)cc1,0.2,0,10,-3,9,0.9,3.9,-6,5
CCOC(=O)Nc1cccc(Nc2ccccc2)c1,0.1,3,6,3,62*,0.4,0.4,2,-5
COc1ccc(N2CCN(C(=O)Cn3nnc(-c4ccc(N(C)C)cc4)n3)CC2)cc1,0.2,0,2,6,-1,2.0,0.4,23,-5
O=C(O)CCC(=O)NCc1ccc2[nH]c3c(c2c1)CCCC3,1.0,-28,11,-56,15,0.8,1.4,0,0
Cc1cc(C)c(-c2cc(C)nc3ncnn23)c(C)c1,0.6,-1,2,1,16,1.5,0.4,18,-1
O=C(NC1CCCCC1)N1CCN(CCc2ccccc2)CC1,-0.2,1,7,2,15,0.3,0.9,0,0
CCN1/C(=C/c2ccc3cccc(C)c3[n+]2CC)Sc2ccccc21,0.2,-32,63*!,-43,-69&-4,5.2,-23,1,-9
CCOC(=O)c1ccc(NC(=O)NCc2ccccc2OC)cc1,-0.2,-1,6,-4,-35,64,1.4,-7,-11
Cc1ccc(SCC(=O)Nc2ccc(C(=O)Nc3ccc(O)cc3)cc2)cc1,0.1,4,1,-8,-4,6.3,0.0,22,0
COc1ccccc1NC(=O)c1cc(C(=O)Nc2ccccc2OC)cc(N2C(=O)CCC2=O)c1,1.0,-2,6,-2,-3,0.5,1.0,4,-3
C/C(=N\Nc1ccc(C#N)cc1[N+](=O)[O-])c1ccc(C)o1,0.2,2,5,-2,18,0.6,-3.9,7,7
COC(=O)c1sc(NC(=O)CSc2n[nH]c(N)n2)c(C(=O)OC)c1C,1.0,0,3,-1,-11,4.3,-0.4,12,-3
CC1CC(C)(C)NC(=S)N1CCCC(=O)Nc1ccc(Cl)cc1 (stereo not given),0.4,4,12,1,-27,5.5,0.7,16,-2
CCOC(=O)c1cnc(-n2nc(C)cc2C)nc1NNc1nc(C)cc(C)n1,-0.1,0,2,4,-18,0.3,4.0,2,0
CC(C)Cn1c(O)c(N=NC(=O)c2cccc(S(=O)(=O)N3CCCCC3)c2)c2ccccc21,-1.2,-6,2,7,15,0.1,1.6,-2,-9
O=c1c2sccc2n(Cc2cccc(F)c2)c(=O)n1-c1ccc(F)cc1,0.1,1,4,1,17,-0.1,5.1,6,-4
Cc1cc(C)cc(Nc2cc(C)nc3nc(C)nn23)c1,0.7,1,3,-4,5,-0.3,0.9,2,-4
O=C(CN1CCN(Cc2ccc(Cl)cc2)CC1)N/N=C/c1cccs1,0.0,0,12,0,-17,0.0,3.1,17,1
CC(C)(C)Nc1nc(Oc2ccc(=O)n(-c3ccccc3)n2)nc(N2CCOCC2)n1,-0.1,-3,13,-2,9,0.9,-1.3,-1,-3
CCc1cc2c(=O)n(-c3ccccc3)cnc2s1,0.1,2,7,3,-6,0.1,0.5,8,0
O=C(Nc1c(-c2ccccc2)nc2sccn12)c1ccccc1,0.8,1,14,-4,-61,-0.2,-0.1,-3,6
CCc1ccc(OC(C)c2nnc(SCC(=O)Nc3ncccc3C)n2C)cc1 (stereo not given),0.0,-1,6,-1,-21,·,0.7,1,-1
COc1cc(C)c(-c2[nH]ncc2-c2csc(C)n2)c(O)c1,0.2,4,6,3,-7,-0.7,2.2,2,4
O=C(CCS(=O)(=O)Cc1ccccc1)N1CCN(c2ccc([N+](=O)[O-])cc2)CC1,-0.1,-1,3,0,-55,1.7,0.7,22,-5
COc1ccc(OC)c(S(=O)(=O)n2cnc3cc(C)c(C)cc32)c1,-0.5,-5,2,-9,36,1.2,-2.0,1,-8
CC(C)CC(=O)NC(NC(=O)CC(C)C)c1cccc([N+](=O)[O-])c1,1.2,0,2,-2,17,10,0.1,-4,-12
CCn1nc(NC(=O)c2ccccc2)c2cc3cccc(C)c3nc21,-1.2,62*,8,86*,15,3.5,2.0,41,-7
CC1CCCN(C(=O)Nc2cccc(NC(=O)N3CCCC(C)C3C)c2)C1C (stereo not given),0.0,-2,8,-2,11,1.0,-2.2,3,-4
Cc1nn(-c2ccccc2)c(C)c1NC(=O)COc1ccc(C#N)cc1,0.7,-3,11,2,-8,0.4,-0.9,2,4
CCC1CCc2sc(C(=O)O)cc2C1 (stereo not given),0.6,0,24,2,-58,0.7,0.8,0,-9
CC(=O)Nc1nonc1-c1nc2ccccc2n1N(C(C)=O)C(C)=O,1.3,-1,7,-2,27,0.1,-3.5,1,-8
CC(NS(=O)(=O)c1ccc(CCC(=O)NCc2ccco2)cc1)c1ccccc1 (stereo not given),0.2,0,8,-1,-15,0.1,-4.7,3,-8
Cc1cccc(/C(N)=N/OC(=O)c2ccc3c(c2)OCO3)c1,0.9,-1,8,0,-10,0.9,0.2,4,-5
# The results go on.
SMILES,PERK inh,Runt-CBFb FRET,PGE2 EP2 inh,Runt-SMMHC FRET,EP2 mod,L929 necroptosis,TNF death inh,Hck-Nef inh,RBBP9 inh
COc1ccc(NC(=O)/C(C#N)=C\c2cc(C)n(-c3ccc(Oc4ccc([N+](=O)[O-])cn4)cc3)c2C)cc1,-1.8,4,13,0,14,0.1,-1.5,0,-1
CCCC(=O)C1C(=O)CC(C)(C)C(c2cc(C)no2)C1=O (stereo not given),1.5,-3,10,3,17,2.6,1.5,0,-3
O=C(COC(=O)CNC(=O)c1ccccc1F)NCCC1=CCCCC1,1.0,0,6,-1,22,2.3,1.7,2,-1
Cc1ccccc1N1CCN(CCCN2C(=O)CC(=C(c3ccccc3)c3ccccc3)C2=O)CC1,-0.9,0,13,25,43,0.2,0.3,8,1
COc1ccc(-c2cc(CCCC(=O)NCCc3ccc(OC)cc3OC)no2)cc1,-1.0,-5,4,-3,-66,0.1,0.0,3,-10
CC1CCCC(NC(=O)COC(=O)CCSc2ccccc2)C1C (stereo not given),0.5,-2,5,4,28,0.0,-1.2,22,0
N#CCCn1cc(C(=O)Nc2ccccc2Br)c(-c2cc3ccccc3o2)n1,0.0,0,4,4,1,0.4,2.6,0,-3
Cc1cccc(NCc2ccccc2O)n1,-0.5,-1,25,-6,-24,2.7,8.9,4,2
CC(=O)Nc1nnc(SCc2ccc(F)cc2)s1,0.5,·,24,0,14,0.0,0.1,0,7
O=C(N/N=C/c1ccc(-c2cccc([N+](=O)[O-])c2)o1)c1ccc([N+](=O)[O-])cc1,0.9,2,8,-3,-74,-0.1,-0.1,16,-3
Cc1ccc(C(=O)CNc2ccc(Cl)cc2)cc1,1.1,1,7,-4,20,1.5,2.5,20,-4
